Mm-Cpn inhibitor – M. maripaludis TRiC chaperonin inhibition. purified Mm-Cpn ATPase, ADP Transcreener TR-FRET. Potency, µM (series often up to 76.9 µM), for the others: top-dose activity, negative = inhibition, usual class: inhibitors. 330,000 compounds, 0.031% hits. AID 504842; also: potency is read from the fitted curve at half-maximal effect; % is scaled to controls: 0 for no effect and ±100 for the full control effect; nearly all actives have a fitted effect of over 80% in size
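Eu-cryptate anti-ADP/ADP-d2 competition gives a ratio inversely related to ADP. Enzyme at 25 nM was pre-exposed to compound for 10 min, then given 10 uM ATP for 30 min, 37°C throughout.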
WRN helicase inh – blocks human WRN helicase; Q14191; WRN helicase unwinding, fluorescent forked duplex, kinetic; Potency, µM (top dose mostly 114 µM), for inactives: at the highest dose activity change, negative = inhibition, actives largely listed as inhibitors; 360,000 compounds, 0.46% hits; AID 651768; also: potency is read from the fitted curve at half-maximal effect; % is scaled to controls: 0 for no effect and ±100 for the full control effect; nearly all actives have a fitted effect of over 55% in size
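Fluorescence dequenching readout, ex 525 nm/em 598 nm, kinetic mode: forked duplex DNA (100 nM final) with adjacent fluorophore and quencher unwound by WRN (20 nM final) with 2 mM ATP. Compound preincubation 15 min, room temperature.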
PLK1 PBD block – PLK1 (human) polo-box domain binding inhibition. Potency, µM, without a hit: max response, negative = inhibition, actives largely listed as inhibitors. Plk1 PBD binding of FITC phosphopeptide, fluorescence polarization. 360,000 compounds, 2.8% hits. P53350. AID 720504; also: potency is read from the fitted curve at half-maximal effect; series mostly up to about 57 µM; % is scaled to controls: 0 for no effect and ±100 for the full control effect; nearly all actives have a fitted effect of over 65% in size
Target sequence (P53350 whole entry, looked up, the tested form may be a part): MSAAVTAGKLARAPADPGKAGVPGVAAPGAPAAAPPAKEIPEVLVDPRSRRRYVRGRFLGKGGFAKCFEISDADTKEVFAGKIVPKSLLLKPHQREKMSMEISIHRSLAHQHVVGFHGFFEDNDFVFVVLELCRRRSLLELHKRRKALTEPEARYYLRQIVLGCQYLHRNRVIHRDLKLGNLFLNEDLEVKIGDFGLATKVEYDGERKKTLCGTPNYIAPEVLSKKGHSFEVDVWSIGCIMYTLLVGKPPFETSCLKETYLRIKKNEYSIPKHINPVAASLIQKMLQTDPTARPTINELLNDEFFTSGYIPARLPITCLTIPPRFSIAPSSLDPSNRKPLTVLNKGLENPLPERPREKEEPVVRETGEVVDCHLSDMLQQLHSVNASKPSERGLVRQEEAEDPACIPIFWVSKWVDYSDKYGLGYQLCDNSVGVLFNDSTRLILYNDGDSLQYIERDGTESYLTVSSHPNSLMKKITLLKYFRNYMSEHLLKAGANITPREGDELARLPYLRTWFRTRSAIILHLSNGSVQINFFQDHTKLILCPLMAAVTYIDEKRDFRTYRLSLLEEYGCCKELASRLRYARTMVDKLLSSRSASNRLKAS
EPAC1 ag – EPAC1 (human) agonism. O95398. EPAC1 agonist qHTS, biochemical assay; response scale: 100% = response to 6.5 mM cAMP. Potency, µM (top dose mostly 154 µM), for the others: at the highest dose activation, usual class: activators. 360,000 compounds, 0.073% hits. AID 720707; also: potency is read from the fitted curve at half-maximal effect; nearly all actives have a fitted effect of over 60% in size
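Compounds were pinned as a concentration titration into mixtures of EPAC1 (100 nM), BODIPY-GDP-loaded Rap1B (250 nM) and GDP (50 uM). After 5 min at room temperature, fluorescence was followed for 30 min; activity was scaled to 6.5 mM cAMP.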
EPAC1 antagonist – EPAC1 (human) antagonism | O95398 | EPAC1 GEF assay, Rap1b-BODIPY-GDP exchange fluorescence | Potency, µM (doses to about 115 µM), inactives show at the top dose activity change, negative = inhibition, most hits filed as inhibitors | 360,000 compounds, 0.14% hits | AID 720709;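 also: potency is read from the fitted curve at half-maximal effect; plate controls were vehicle for no effect and positive control for full effect; nearly all actives have a fitted effect of over 50% in size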
PI5P4Ka inh – PI5P4K alpha (human) kinase inhibition. P48426. PI5P4Kalpha enzyme, ADP-Glo luminescence, 60 min; stronger effect = lower value. max response, %. 330,000 compounds, 1.2% hits. AID 652105; active = max response of -50% or lower; inconclusive = between -30% and -50%; inactive = -30% or higher; also: value at the top dose of about 77 µM; % is scaled to controls: 0 for no effect and ±100 for the full control effect
Target sequence (P48426 whole entry, looked up): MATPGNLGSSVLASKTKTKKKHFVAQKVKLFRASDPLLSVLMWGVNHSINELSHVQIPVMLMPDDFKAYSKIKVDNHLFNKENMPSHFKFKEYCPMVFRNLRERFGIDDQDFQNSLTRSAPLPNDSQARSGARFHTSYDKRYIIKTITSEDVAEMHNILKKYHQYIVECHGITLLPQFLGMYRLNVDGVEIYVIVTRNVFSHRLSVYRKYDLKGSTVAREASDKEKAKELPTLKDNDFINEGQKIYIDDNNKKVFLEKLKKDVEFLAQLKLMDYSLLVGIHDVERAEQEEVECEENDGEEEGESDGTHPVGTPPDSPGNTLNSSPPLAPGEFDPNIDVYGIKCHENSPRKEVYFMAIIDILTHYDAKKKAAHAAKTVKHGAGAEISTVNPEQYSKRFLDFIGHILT
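Human PI5P4Kalpha with substrate in 0.038 M HEPES pH 7.4, 0.28 mM EGTA, 0.1% CHAPS, 5% DMSO; reaction started with 5 microM ATP (final), 60 min at room temperature. ADP formed read by ADP-Glo luminescence.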
CCT chaperon mod – modulators of cytosolic chaperonin (CCT/TRiC) activity; AID 651819; 360,000 compounds, 0.3% hits; activity change, % (concentration not given with the values), hits read low; purified chaperonin ATPase assay, HTRF ADP detection, 30 min; in the data active = activity change below about -30%; also: % is scaled to controls: 0 for no effect and ±100 for the full control effect
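Enzyme 40 or 20 nM (batch-dependent) in Tris pH 7.4/KCl/MgCl2/DTT; cpd 76 uM single point; ATP 10 uM; 30 min 37 °C; Transcreener ADP HTRF detection, 30 min RT; ratio 665/615.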
EPAC2 antag – EPAC2 (human) antagonism. Potency, µM (top dose mostly 114 µM), inactives show at the top dose activity, negative = inhibition, usual class: inhibitors. Q8WZA2. 360,000 compounds, 0.18% hits. EPAC2 GEF exchange of Rap1B-BODIPY-GDP, fluorescence. AID 720708; also: potency is read from the fitted curve at half-maximal effect; % is scaled to controls: 0 for no effect and ±100 for the full control effect; nearly all actives have a fitted effect of over 45% in size; many of its hits are not listed in these tables
An asterisk follows results filed as active; ? = inconclusive; . = no result given. Unless noted, calls follow the shape of the dose curve; as a rule, active = well fitted curve in the direction sought with a large enough effect; inconclusive = small, poorly fitted or top-dose-only effect, or another doubt; inactive = no such curve, though single readings can be large; an effect the other way counts as inactive or inconclusive.

SMILES	Mm-Cpn inhibitor	WRN helicase inh	PLK1 PBD block	EPAC1 ag	EPAC1 antagonist	PI5P4Ka inh	CCT chaperon mod	EPAC2 antag
CN(C)c1ccc(S(=O)(=O)N(C)C)cc1[N+](=O)[O-]	2%	-1%	-6%	0%	-20%	3	-1.3	-5%
CCc1ccc(S(=O)(=O)c2cn(C)c3cc(OC)c(OC)cc3c2=O)cc1	-1%	-4%	?	7%	5%	4	0.6	-1%
CCOc1ccc(-c2ccc(SCC)nn2)cc1	0%	-10%	-4%	2%	-9%	-18	0.9	-2%
CC(C)(C)C(=O)Cn1ncc(N2CCOCC2)c(Br)c1=O	2%	-4%	1%	11%	3%	0	-1.4	-3%
CCn1c(C)nc2cc(S(=O)(=O)C(F)F)ccc21	-1%	0%	-5%	2%	6%	.	-4.6	-5%
COc1ccccc1CNC(=O)CCCc1ccccc1	-2%	2%	-6%	2%	-6%	8	0.4	4%
O=C(COC(=O)c1ccc(Cl)nc1)NCCc1ccccc1	0%	-5%	-8%	-2%	-21%	-6	-1.8	-2%
COc1cc(CN(C(=O)c2cccs2)C2CCS(=O)(=O)C2)cc(OC)c1OC (stereo not given)	-6%	-3%	2%	-3%	-15%	2	-1.3	-1%
CC(C)(C)c1cnnn1-c1ccc(NC(=O)c2ccc3c(c2)OCO3)cc1	1%	-12%	-3%	11%	-4%	.	-2.1	-2%
COc1ccc(Cl)cc1Nc1nc(-c2sc(NC(=O)C(C)(C)C)nc2C)cs1	?	2%	?	-2%	2%	-1	-0.4	17%
O=C(NCc1ccccc1)/C(=C/c1ccc(OC(F)F)cc1)c1ccccc1	1%	-16%	1%	14%	-26%	14	0.5	-6%
Cc1nnc(C)n1/N=C/c1cccs1	0%	8%	-6%	0%	?	3	2.5	1%
Cc1ccccc1N(C(=O)c1snc(C(N)=O)c1N)C(C(=O)NCC1CCCO1)c1ccc(F)cc1 (stereo not given)	-1%	2%	?	-9%	-23%	5	-0.2	-10%
COC(=O)c1ccc2nc(-c3ccc(C)cc3)c(Cc3ccccc3OC)n2c1	.	-10%	-6%	-2%	-20%	3	-1.0	?
COc1cc(C(C)n2nnc3ccccc32)ccc1O (stereo not given)	.	13%	4%	-2%	1%	-3	-1.0	-3%
COc1ccc(C(=O)CN2CC(C)SC2=Nc2ccc(Cl)cc2)cc1 (stereo not given)	-4%	-7%	-5%	7%	-5%	2	1.3	-6%
O=C(Cn1cncn1)c1ccc(F)cc1F	1%	12%	-1%	-1%	-5%	-4	-2.5	10%
COc1ccc(-c2ccc3c(c2)c(-c2cccs2)c(-c2cc(OC)cc(OC)c2)n3C)cc1	-18%	4%	-9%	0%	-11%	9	-0.2	2%
COc1cccc(NC(=O)CN(C)C(=O)c2cc3c(s2)CCCC3)c1	-7%	-12%	-11%	-10%	?	-3	1.2	?
CCCCn1nnnc1SCC(=O)NNC(=O)C1CCCCC1	0%	-10%	1%	-7%	-3%	.	-3.0	17%
Cc1[nH]cnc1CSCc1ccc(F)cc1	-2%	4%	-6%	-3%	-9%	2	-3.2	-2%
Cc1cc(C)c2c(N=NN(C)C)[nH]nc2n1	-1%	-19%	?	0%	-10%	2	0.3	-6%
CCCCCCSc1ccc([C@@H]2[C@@H]3C(=O)N(CC)C(=O)[C@@H]3[C@]3(C(=O)OC)CCCCN23)cc1	1%	-13%	0%	-28%	-19%	11	0.1	-1%
CCN(CC)c1ccc(C2CC(=O)Nc3cc(OC)c(OC)cc32)cc1 (stereo not given)	1%	-8%	-3%	1%	-3%	6	2.9	4%
Cc1c(C(=O)NC(=S)NCc2cccnc2)cccc1[N+](=O)[O-]	0%	-6%	10%	-5%	-8%	6	0.2	-1%
Cc1ccc([N+](=O)[O-])cc1S(=O)(=O)Nc1cccc(S(=O)(=O)NC2=NCCC2)c1	-1%	-11%	1%	1%	5%	3	-2.3	-1%
COc1ccc(C2C(C#N)=C(N)Oc3n[nH]c(C)c32)cc1CN1CCN(c2ccc(F)cc2)CC1 (stereo not given)	-1%	-7%	-13%	12%	-19%	.	0.1	-20%
COc1ccc(-c2csc3nc(-c4ccccc4F)oc(=O)c23)cc1	-14%	-4%	-7%	-5%	-8%	-1	-0.7	-1%
O=C(O)C1C2C=CC(O2)C1C(=O)NCc1ccccc1Br (stereo not given)	0%	8%	-6%	9%	7%	.	-3.2	-4%
CC(C)OC(=O)c1cc2c(ccn2C)n1CC(=O)N(Cc1ccccc1)c1ccccc1	-6%	-6%	-5%	-3%	-12%	2	-4.7	-15%

3 entries out of the list above, sorted by their value in EPAC2 antag, smallest number first:
molecule	Mm-Cpn inhibitor	WRN helicase inh	PLK1 PBD block	EPAC1 ag	EPAC1 antagonist	PI5P4Ka inh	CCT chaperon mod	EPAC2 antag
Cc1[nH]cnc1CSCc1ccc(F)cc1	-2%	4%	-6%	-3%	-9%	2	-3.2	-2%
Cc1ccc([N+](=O)[O-])cc1S(=O)(=O)Nc1cccc(S(=O)(=O)NC2=NCCC2)c1	-1%	-11%	1%	1%	5%	3	-2.3	-1%
CCN(CC)c1ccc(C2CC(=O)Nc3cc(OC)c(OC)cc32)cc1 (stereo not given)	1%	-8%	-3%	1%	-3%	6	2.9	4%

(next part)
SMILES	Mm-Cpn inhibitor	WRN helicase inh	PLK1 PBD block	EPAC1 ag	EPAC1 antagonist	PI5P4Ka inh	CCT chaperon mod	EPAC2 antag
COc1ccc(-n2nnc3c(=O)n(Cc4cccc(C)c4)cnc32)cc1	1%	-8%	-1%	3%	-4%	.	0.7	-11%
CCOC(=O)CC(NC(=O)CCc1c(C)nc2nc(C)nn2c1C)c1ccc(C)cc1 (stereo not given)	3%	2%	2%	-11%	-13%	0	2.2	8%
CCc1nnc(NS(=O)(=O)c2ccc(N/C=C\C(=O)c3cccc4ccccc34)cc2)s1	1%	27µM*	?	1%	-25%	-25	-3.0	3%
COc1cc(/C=C2/N=C(c3ccccc3F)OC2=O)cc(Cl)c1OS(C)(=O)=O	0%	-6%	-8%	2%	7%	.	0.1	0%
Cn1nc(C(=O)Nc2ccccc2N2CCOCC2)ccc1=O	-4%	-16%	-2%	17%	-4%	5	0.1	-1%
O=C1NCCN1Cc1ccc(Cl)cc1	0%	4%	-8%	9%	20%	0	-6.2	-4%
O=C(CC1C(=O)NCCN1Cc1cccc(F)c1)NC1CCC1 (stereo not given)	0%	-11%	-12%	-7%	-13%	-4	-0.1	-2%
CCC(C)(C)NC(=O)CN(C(=O)CCC(=O)Nc1nccs1)c1ccc2c(c1)OCCO2	1%	10%	-12%	3%	-8%	-2	-0.6	-3%
COCCNc1nc(Nc2ccccc2Cl)c2sccc2n1	.	3%	-3%	-4%	-5%	0	-1.5	?
Cc1cc(C)nc(CCNC(=O)c2cc(COc3ccccc3)on2)n1	1%	5%	2%	-12%	-12%	2	0.4	3%
COc1ccc(S(=O)(=O)c2c(O)cc(C)c(NS(=O)(=O)c3ccccc3)c2C)cc1	3%	-3%	-5%	0%	?	3	0.2	-8%
COC(=O)[C@@]1(Cc2ccc(F)cc2)[C@H]2c3cc(C(=O)N4CCCC4)n(Cc4ccc(C)o4)c3C[C@H]2CN1C(=O)c1ccccc1	.	-8%	-6%	-1%	-17%	?	0.1	-14%
COc1ccccc1CNC(=O)C(=O)Nc1nccs1	16%	11%	-11%	0%	8%	2	1.4	14%
CCOc1ccc(CN(C)C(=O)c2ccc(S(=O)(=O)N(C)c3ccccc3OC)cc2)cc1	0%	-11%	-13%	10%	-10%	10	0.3	-8%
CCCCNC(=O)c1nc(C2CCN(S(=O)(=O)c3cccc(C(F)(F)F)c3)CC2)oc1-c1ccccc1	.	-6%	-4%	0%	-3%	8	-0.5	-5%
O=C(CSC(=S)N1CCOCC1)Nc1nccs1	2%	-9%	-1%	4%	-8%	7	1.8	0%
CC(C)c1ccc(C(=O)N2CCN(c3cnn(C)c(=O)c3Cl)CC2)cc1	1%	7%	-10%	7%	16%	-10	-2.0	5%
O=C(NNC(=O)c1ccccc1Br)c1cccs1	2%	1%	-3%	9%	4%	8	0.2	3%
N#Cc1cc(-c2ccccc2)nn1-c1ccccc1	-3%	-6%	6µM*	1%	2%	-80*	0.6	8%
CCN(CC)c1ccc2c(Nc3ccccc3)c(C=O)c(=O)oc2c1	2%	6%	-7%	13%	-3%	2	0.1	-3%
Cc1ccccc1NC(=O)N1CCCC(c2nc(-c3ccc(C(C)C)cc3)no2)C1 (stereo not given)	1%	-6%	-6%	13%	-10%	.	0.4	-5%
Cc1cccc(N2C(=O)c3cccc4c(N5CCCCC5)c([N+](=O)[O-])cc(c34)C2=O)c1C	1%	2%	1%	-5%	-13%	-1	-1.7	8%
CCN1C(=O)c2ccccc2S(=O)c2ccc(C(=O)N3CCN(C(=O)c4ccco4)CC3)cc21 (stereo not given)	1%	6%	-3%	2%	6%	1	1.1	1%
Cc1cc(C)n2c(nc3ccccc32)c1C(=O)NN	-4%	8%	-16%	9%	-14%	-7	-2.8	-2%
Cc1snc(SCC(=O)c2ccc(Cl)cc2)c1C#N	-5%	1%	21µM*	13%	-11%	.	-1.0	2%
CCOC(=O)/C=c1\s/c(=C\c2ccc3cc(OC)ccc3c2)c(=O)n1CC(=O)NCc1ccc2c(c1)OCO2	-2%	4%	4%	12%	15%	1	-4.4	26%
CCOc1ccccc1-n1c(CNc2ccc(F)cc2)nnc1SCC(=O)NCc1ccco1	2%	4%	-8%	0%	7%	-25	-0.4	5%
N#Cc1nc(-c2ccccc2F)oc1NCc1ccccc1	0%	-1%	2%	-16%	7%	-1	-0.3	?
CCCc1cc2c(OC(=O)CC)c(-c3ccc(C(=O)OCC)o3)c(=O)oc2cc1OC	-4%	?	-29%	-19%	?	-65*	-6.1	-27%
Cn1c(C(=O)Nc2ccc(Cl)cc2)cc2cc(Cl)ccc21	0%	4%	1%	2%	1%	-2	2.6	22%
Cc1cccc(NC(=O)CS(=O)(=O)c2cn(CC(=O)N3CCOCC3)c3ccccc23)c1	-5%	-23%	-8%	10%	-6%	1	0.3	-3%
O=C(NCCS(=O)(=O)N1CCN(c2cccc(Cl)c2)CC1)c1ccc2c(c1)OCO2	1%	-10%	1%	35µM*	-4%	2	-3.9	-9%
COCCCn1c(=O)c2sccc2n(Cc2cccc(F)c2)c1=O	-5%	-35%	-8%	0%	-7%	1	-1.0	-5%
CC(C)=C1C2CCC1C1C(=O)N(NC(=O)COc3ccc(Cl)c(C)c3)C(=O)C21 (stereo not given)	1%	3%	-17%	2%	-16%	2	-4.4	-11%
CC(C)C[C@H](NC(=O)Nc1ccc(S(N)(=O)=O)cc1)C(=O)O	1%	-2%	-11%	11%	-11%	.	-2.8	-12%

Not all compounds are listed, so the mix of outcomes need not match the whole.
